Bioassay records as filed in PubChem.
TEAD-YAP inh = TEAD-YAP interaction inhibition; 640,000 tested, 1.4% active; HEK-TIYL cells, TEAD-Gal4/YAP UAS-luciferase luminescence; AID 1259422; inhibition, % at 9.12 µM; in the data active = inhibition above about 32%;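 note: 0% = median of test compound wells and 100% = reference inhibitor wells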
FBW7 activator = human FBW7 E3 ligase activation, primary screen | AlphaScreen FBW7–phospho-cyclin E peptide binding, activator screen | normalized activity (activation), % at 26.1 µM | 650,000 tested, 0.13% active | AID 1259310; in the data active = normalized activity above about 1.9%;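 note: purified mutant Fbw7 with reduced substrate affinity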
GPR151 activ = activates the human receptor GPR151; activation, % at 11.2 µM; AID 1508602; PathHunter beta-arrestin GPR151 cells, luminescence; 650,000 tested, 1% active; in the data active = activation above about 4.9%;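 note: 0% = median of compound wells and 100% = cells with positive control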
Target sequence (Q8TDV0 whole entry, looked up): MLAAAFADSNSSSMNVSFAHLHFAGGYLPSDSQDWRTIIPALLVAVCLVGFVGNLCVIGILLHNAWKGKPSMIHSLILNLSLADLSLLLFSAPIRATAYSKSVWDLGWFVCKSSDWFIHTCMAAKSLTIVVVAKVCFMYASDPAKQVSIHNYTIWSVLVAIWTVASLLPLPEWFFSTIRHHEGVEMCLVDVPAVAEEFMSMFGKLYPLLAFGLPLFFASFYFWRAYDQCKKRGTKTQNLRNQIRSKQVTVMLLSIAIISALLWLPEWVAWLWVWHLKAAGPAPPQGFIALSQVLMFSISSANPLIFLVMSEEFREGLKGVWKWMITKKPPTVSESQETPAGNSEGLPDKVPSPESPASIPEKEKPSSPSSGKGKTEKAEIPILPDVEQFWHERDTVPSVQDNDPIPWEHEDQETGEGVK
MITF inh = human MITF inhibition, primary screen; O75030; AlphaScreen MITF homodimerization, bead proximity signal; inhibition, % at 2.6 µM; 650,000 tested, 0.91% active; in the data active = inhibition above about 50%;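 note: 0% = vehicle wells with protein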
Target sequence (O75030 whole entry, looked up): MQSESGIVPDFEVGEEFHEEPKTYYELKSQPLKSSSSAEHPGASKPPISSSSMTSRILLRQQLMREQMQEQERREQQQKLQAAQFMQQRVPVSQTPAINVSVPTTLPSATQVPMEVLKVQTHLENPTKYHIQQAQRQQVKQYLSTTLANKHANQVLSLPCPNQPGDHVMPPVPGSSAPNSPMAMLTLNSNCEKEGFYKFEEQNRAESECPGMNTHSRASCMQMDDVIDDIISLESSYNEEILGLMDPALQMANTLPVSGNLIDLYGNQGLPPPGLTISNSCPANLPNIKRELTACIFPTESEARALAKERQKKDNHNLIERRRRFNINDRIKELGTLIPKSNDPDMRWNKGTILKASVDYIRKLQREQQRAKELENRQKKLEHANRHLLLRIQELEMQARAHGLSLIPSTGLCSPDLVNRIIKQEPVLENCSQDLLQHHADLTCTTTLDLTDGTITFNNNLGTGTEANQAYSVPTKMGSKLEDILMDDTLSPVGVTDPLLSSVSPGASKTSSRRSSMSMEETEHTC
Numbers without * were called inactive; & = joins results of further samples.

SMILES | TEAD-YAP inh | FBW7 activator | GPR151 activ | MITF inh
CC1CCCN(C(=O)CCS(=O)(=O)c2ccc3c(c2)n(C)c(=O)c(=O)n3C)C1 (stereo not given) | -1 | -0.1 | 3.2 | 28
Cc1cccc(CN2CCC3(CC2)CC3C(=O)NCCc2nc3ccccc3n2C)n1 (stereo not given) | -8 | -0.1 | -0.5 | -12
CC1(C)Cc2c(sc3[nH]c(=O)n4ncnc4c23)CO1 | -3 | 0.1 | 0.7 | -4
CCSCCOC(=O)C1=C(C)NC2=C(C(=O)C(C(=O)OC)C(C)C2)C1c1ccccc1 (stereo not given) | -2 | 0.1 | -0.7 | -7
CCC(CC)NC(=O)c1n[nH]c(=O)c2ccccc12 | -1 | 0.0 | 0.0 | 20
O=C(COc1ccccc1)Nc1nnc(Cc2ccc(Cl)cc2)s1 | 7 | -0.1 | -0.6 | 0
CCOCCCNc1nc2c(c(=O)[nH]c(=O)n2C)n1Cc1ccccc1 | 5 | -0.1 | 1.1 | 3
CCOC(=O)c1ccc(C2OC3(C(=O)c4ccccc4C3=O)C3C(=O)N(c4cccc(C)c4)C(=O)C23)cc1 (stereo not given) | 1 | 0.8 | 2.1 | 7
Cc1cc(Cl)ccc1OCCCC(=O)NC1CCN(C)CC1 | 3 | -0.1 | 0.8 | -14
O=S1(=O)NC(=NCc2ccccc2)c2ccccc21 | 7 | 0.2 | 0.5 | 2
Cc1ccc(CCNC(=O)C2CC(=O)N(CCC(C)C)C2)cc1 (stereo not given) | 2 | -0.3 | 1.0 | 2
N#Cc1ccc(/C=N\NC(=O)C(O)(c2ccccc2)c2ccccc2)cc1 | -10 | -0.1 | -0.8 | -1
O=C1N[C@@H](Cc2ccc(Cl)cc2)C(=O)N2CCN(C(=O)c3cccc(Cl)c3)C[C@H]12 | -10 | -0.2 | -0.6 | -1
C=CCn1c2ccccc2c2nnc(SCC(=O)Nc3ccc(S(=O)(=O)Nc4nccs4)cc3)nc21 | 4 | 0.1 | -1.3 | 2
Cc1cc2c(c(-c3cnccn3)c1)OC(CNC(=O)c1cccc(C)c1C)C2 (stereo not given) | 12 | 1.1 | 1.5 | 7
CN(C)c1ccc(/C=N/Nc2ccc(S(=O)(=O)N3CCOCC3)cc2[N+](=O)[O-])cc1 | 4 | -0.2 | -0.4 | 8
Cc1cc(=O)[nH]c(SCC(=O)Nc2ccc(C(F)(F)F)cc2[N+](=O)[O-])n1 | -6 | 0.9 | -2.1 | 20
O=c1c(-c2ccccc2Cl)coc2cc(OCc3ccccc3Cl)ccc12 | -6 | 0.1 | -0.4 | -1
Cc1ccc(-c2nnc(Nc3ccccc3)c3ccccc23)cc1S(=O)(=O)N1CCOCC1 | 3 | 0.1 | 1.7 | -11
CN(Cc1cscn1)C(=O)C1CC12CCN(C/C=C/c1ccccc1)CC2 (stereo not given) | -6 | -0.1 | -1.0 | 3
CC(C)C1Nc2c(C(=O)O)cccc2C(Nc2ccccc2C(=O)O)C1(C)C (stereo not given) | -1&1 | 0.3&0.0 | -1.2&0.7 | 15&1
CCCn1c(=O)[nH]c(=O)c2[nH]cnc21 | 9 | 0.1 | 0.2 | 9
COc1cc(C=O)cc(Br)c1OCc1ccccn1 | -13 | 0.0 | -1.1 | 1
COc1ccc(CNC(=O)c2oc3ccc4c(c3c2C)C(=O)CC(C)(C)O4)cc1OC | -17 | -0.3 | -0.3 | -5
O=C(Nn1c(-c2ccccc2F)nc2ccccc2c1=O)C1CCCCC1 | 4 | 0.2 | 0.8 | -10

Remaining list, next part
SMILES | TEAD-YAP inh | FBW7 activator | GPR151 activ | MITF inh
CC1=C(C(=O)OCCc2ccccc2)C(c2ccc(Cl)cc2Cl)C2=C(CC(C)(C)CC2=O)N1 (stereo not given) | -1 | 2.1* | 1.5 | 19
CCCC(C)NC(=O)C1CCN(S(=O)(=O)c2ccccc2)CC1 (stereo not given) | -1 | -0.1 | 1.3 | 14
CCCOC(=O)c1sc2nc(C)c(C)c(C)c2c1N | -72 | 0.2 | -0.8 | 4
Cn1c(=Nc2ccc(Oc3ccccc3)cc2)ccc2ccccc21 | -8 | 0.0 | -0.2 | 18
CCCOC(=O)C1=C(C)NC2=C(C(=O)CC(c3ccc(OC)c(OC)c3)C2)C1c1cccc(Cl)c1Cl (stereo not given) | 10 | 0.2 | 1.1 | 1
O=C(Cc1cccs1)Nc1ccc(-c2cn3c(n2)SCC3)cc1 | 8 | 0.3 | 3.4 | 9
COc1ccc(OCC2c3cc(OC)c(OC)cc3CCN2C(=O)c2ccc(F)cc2)cc1 (stereo not given) | 7 | 0.5 | -1.6 | -10
CCc1nnc(NC(=O)Cc2noc3ccccc23)s1 | -6 | 0.3 | -1.2 | 13
COc1ccc(NS(=O)(=O)c2cccc(C)c2)cc1N1CCCCC1=O | -4 | 0.1 | 1.0 | 5
CC(C)Nc1nc(NC(C)C)nc(N(C#N)Cc2ccccc2)n1 | -12 | -0.2 | -0.2 | 15
O=C(CCc1ccccc1)Nc1ccc(S(=O)(=O)Nc2ncccn2)cc1 | -1 | 0.2 | -0.4 | 1
CC(=O)c1ccc(S(=O)(=O)N2CCN(CCC#N)CC2)cc1 | -7 | 0.6 | -1.3 | -14
CCC(C)C(=O)N1c2ccccc2-c2c(ssc2=S)C1(C)C (stereo not given) | -1 | -0.2 | 0.6 | 33
COc1ccc(OC)c(NC(=O)COc2ccc3ccccc3c2)c1 | 6 | 0.0 | 0.1 | -6
Cc1ccc([N+](=O)[O-])cc1NS(=O)(=O)Cc1ccc(Cl)cc1 | 1 | 0.1 | 0.7 | 11
CCc1ccccc1NC(=O)C(=O)NCc1ccncc1 | -10 | 0.1 | 0.3 | -1
CN(C)C(=O)c1ccc2c(c1NCCO)C(=O)c1ccccc1C2=O | 15 | -0.2 | -1.2 | 31
O=[N+]([O-])c1c(NCCCO)cc(N2CCN(c3ncccn3)CC2)c2nonc12 | -9 | 0.5 | -1.2 | 18
COC(=O)c1ccc(C2C3=C(CC(c4ccc(OC)cc4)CC3=O)Nc3ccccc3N2C(=O)C(F)(F)F)cc1 (stereo not given) | 12 | 0.3 | 2.2 | 20
CCC1CCCCN1C(=O)CSc1nc(C)nc2sc(C)c(C)c12 (stereo not given) | -2 | 1.2 | -0.7 | 13
CC(=O)Oc1ccc2c(c1)OCC1(COc3cc(OC(C)=O)ccc3C1(C)C)C2(C)C | -5 | 0.1 | -1.1 | 12
O=C(COc1ncnc2ccccc12)Nc1ccc2ccccc2c1 | 10 | -0.1 | -0.2 | 5
CS(=O)(=O)Nc1ccc(-c2cnc3ncc4ccccc4c3c2)cc1 | -5 | -0.1 | 1.6 | 15
O=S(=O)(NCCc1ccccc1Cl)c1cccc2nsnc12 | 0 | -0.3 | 2.0 | 8
Cc1cccc(Cc2nnc(CCC(=O)NCc3cccnc3)o2)c1 | -3 | 0.1 | -0.7 | -3

Molecules above that have a CF3 group:
SMILES | TEAD-YAP inh | FBW7 activator | GPR151 activ | MITF inh
Cc1cc(=O)[nH]c(SCC(=O)Nc2ccc(C(F)(F)F)cc2[N+](=O)[O-])n1 | -6 | 0.9 | -2.1 | 20
COC(=O)c1ccc(C2C3=C(CC(c4ccc(OC)cc4)CC3=O)Nc3ccccc3N2C(=O)C(F)(F)F)cc1 (stereo not given) | 12 | 0.3 | 2.2 | 20

16 compounds from above, arranged by length of the SMILES, smallest number first:
SMILES | TEAD-YAP inh | FBW7 activator | GPR151 activ | MITF inh
CCc1ccccc1NC(=O)C(=O)NCc1ccncc1 | -10 | 0.1 | 0.3 | -1
CCCOC(=O)c1sc2nc(C)c(C)c(C)c2c1N | -72 | 0.2 | -0.8 | 4
O=S(=O)(NCCc1ccccc1Cl)c1cccc2nsnc12 | 0 | -0.3 | 2.0 | 8
O=C(COc1ncnc2ccccc12)Nc1ccc2ccccc2c1 | 10 | -0.1 | -0.2 | 5
Cn1c(=Nc2ccc(Oc3ccccc3)cc2)ccc2ccccc21 | -8 | 0.0 | -0.2 | 18
CCC1CCCCN1C(=O)CSc1nc(C)nc2sc(C)c(C)c12 (stereo not given) | -2 | 1.2 | -0.7 | 13
CC(=O)c1ccc(S(=O)(=O)N2CCN(CCC#N)CC2)cc1 | -7 | 0.6 | -1.3 | -14
CS(=O)(=O)Nc1ccc(-c2cnc3ncc4ccccc4c3c2)cc1 | -5 | -0.1 | 1.6 | 15
COc1ccc(NS(=O)(=O)c2cccc(C)c2)cc1N1CCCCC1=O | -4 | 0.1 | 1.0 | 5
O=C(CCc1ccccc1)Nc1ccc(S(=O)(=O)Nc2ncccn2)cc1 | -1 | 0.2 | -0.4 | 1
Cc1ccc([N+](=O)[O-])cc1NS(=O)(=O)Cc1ccc(Cl)cc1 | 1 | 0.1 | 0.7 | 11
COc1ccc(OCC2c3cc(OC)c(OC)cc3CCN2C(=O)c2ccc(F)cc2)cc1 (stereo not given) | 7 | 0.5 | -1.6 | -10
CC(=O)Oc1ccc2c(c1)OCC1(COc3cc(OC(C)=O)ccc3C1(C)C)C2(C)C | -5 | 0.1 | -1.1 | 12
CC1=C(C(=O)OCCc2ccccc2)C(c2ccc(Cl)cc2Cl)C2=C(CC(C)(C)CC2=O)N1 (stereo not given) | -1 | 2.1* | 1.5 | 19
CCCOC(=O)C1=C(C)NC2=C(C(=O)CC(c3ccc(OC)c(OC)c3)C2)C1c1cccc(Cl)c1Cl (stereo not given) | 10 | 0.2 | 1.1 | 1
COC(=O)c1ccc(C2C3=C(CC(c4ccc(OC)cc4)CC3=O)Nc3ccccc3N2C(=O)C(F)(F)F)cc1 (stereo not given) | 12 | 0.3 | 2.2 | 20

Further results follow.
SMILES | TEAD-YAP inh | FBW7 activator | GPR151 activ | MITF inh
COc1ccc([N+](=O)[O-])cc1CSc1nc2ccc(NC(=O)c3ccc(Br)cc3)cc2s1 | 12 | 0.0 | 1.3 | 2
C=C(C)CN1C(=O)NC(CC)(C2CCN(Cc3ccc(F)c(F)c3)CC2)C1=O (stereo not given) | 1 | -0.2 | 0.7 | -4
COc1ccc(C[C@@H]2NC(=O)[C@H]3CN(C(=O)OCc4ccccc4)CCN3C2=O)cc1 | -8 | 0.0 | -0.8 | -2
CCOC(=O)c1c(NC(=O)c2ccc(S(=O)(=O)N(CC(C)C)CC(C)C)cc2)sc2c1CCN(C(C)=O)C2 | 13 | 0.0 | 0.4 | 2
COC(=O)C1=C(C)Nc2nnnn2C1c1ccccc1F (stereo not given) | 7 | 0.9 | 0.2 | 3
COCOc1ccc(-c2ccc(C(=O)Nc3cccc(OC)c3)c(N3CCOCC3)n2)cc1 | -13 | -0.1 | 0.0 | -2
O=C(CC1(O)C(=O)Nc2ccc(I)cc21)c1ccccc1 (stereo not given) | 8 | 0.1 | 0.9 | 2
COCCCNC(=O)CSc1nc2ccsc2c(=O)n1NC(=O)c1ccccc1 | -21 | -0.2 | 1.3 | -3
CN(CCO)Cc1c(C(=O)N2CCN(C3CCCCC3)CC2)nc2ccccn12 | -14 | -0.1 | -1.3 | -6
N#Cc1cc([N+](=O)[O-])ccc1N1CCN(S(=O)(=O)c2cccs2)CC1 | -6 | -0.2 | -2.1 | -8
CCOc1cc(/C=C2\NC(=S)N(C)C2=O)ccc1O | -10 | 0.1 | 0.0 | 15
COc1ccccc1OCC(=O)Nc1ccc(N2CCCS2(=O)=O)cc1 | -1 | -0.2 | -0.3 | -4
COc1ccccc1-n1c(SCC(=O)N2CCCCC2)nc(O)cc1=O | -4 | 0.0 | 0.4 | 6
COc1ccc(-c2nnc3ccc(SCc4ccccc4F)nn23)cc1 | -11 | 0.1 | 0.0 | 13
NS(=O)(=O)c1ccc(NC2=C(Cl)C(=O)N(c3ccccc3)C2=O)cc1 | 7 | -0.2 | 0.5 | 14
COc1ccc(-n2c(SCC(=O)NCc3ccccc3)nc3n[nH]c(C)c3c2=N)cc1 | -13 | -0.2 | -0.6 | -6
COC(=O)c1cc(S(=O)(=O)NCCN2CCN(c3ccccc3F)CC2)c[nH]1 | 3 | 0.0 | 0.8 | 10
CCOC(=O)C1(Cc2cccc(OC)c2)CCN(Cc2ccc(COC)o2)CC1 | 6 | 0.1 | -0.7 | 17
Cc1cc(C)c(C)c(S(=O)(=O)N2CCCCC2)c1C | 5 | 0.2 | -1.2 | 1
c1c2c(cc3sc(N4CCCCC4)nc13)OCO2 | 25 | -0.1 | -7.0 | 10
Cc1csc(SCC(=O)Nc2sccc2C#N)n1 | -48 | -0.1 | -8.9 | -6
O=C1NC(=O)c2cc(N3Cc4ccccc4C3)ccc21 | -8 | -0.1 | -0.6 | 3
O=C1NC2=C(C(=O)N(CCc3ccccc3)C2)C(c2ccc(Cl)cc2)N1 (stereo not given) | -8 | -0.1 | -0.7 | -5
CCCCCCNC(=O)c1ccc(N2CCN(c3ccccn3)CC2)c([N+](=O)[O-])c1 | 8 | -0.1 | -0.4 | 16
COCc1c(C(=O)N/N=C\c2c(Cl)cccc2Cl)nnn1-c1nonc1N | 3 | 0.3 | -0.1 | -10
COc1ccc(C(=O)CCC(=O)Nc2ccc(Br)cc2)cc1 | 3 | 0.1 | 0.1 | 8
CC(=O)Nc1ccc([N+](=O)[O-])cc1-c1nc2cc3ccccc3cc2[nH]c1=O | 4 | 0.0 | 0.7 | 8
CC(=O)NCCN1C(=S)N(c2ccc(F)cc2)C(=O)C1CC(=O)Nc1ccc(F)cc1 (stereo not given) | 0 | -0.1 | 0.9 | -4
